H9c2 protect: modulators protecting cardiomyocytes from myocardial damage; H9c2 cardiomyocytes, H2O2 injury protection, ATPLite, 2 h; protection from H2O2 cell death, % at 20 µM; 360,000 tested, 0.63% active; AID 588492;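 active means compounds giving at least 50% protection of heart cells from peroxide-induced death in the single-dose screen, raw or plate-pattern-corrected value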;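 further: 0% = DMSO wells with peroxide and 100% = DMSO wells without peroxide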
PDI inh: blocks human protein disulfide isomerase activity | AID 588391 | inhibition, % at 10 µM | PDI insulin aggregation turbidity, A650, 90 min | 350,000 tested, 0.052% active | P07237;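 active means mean inhibition across replicates of 30% or more, whatever share of single replicates reach that level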;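 further: absorbance from insulin aggregation driven by PDI reduction with DTT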
HTR2A ag: activates the mouse 5-HT2A serotonin receptor. P35363. CHO-K1 mHTR2A beta-arrestin complementation, luminescence; percent of 30 µM serotonin response. activation, % at 7.6 µM. 360,000 tested, 0.66% active. AID 624169;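 active means activation above a run cutoff, the mean activation of all tested compounds plus 3 SD, cut at about 14% in these data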;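 further: 0% = plate median of compound wells and 100% = 30 µM serotonin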
Target sequence (P35363 whole entry, looked up): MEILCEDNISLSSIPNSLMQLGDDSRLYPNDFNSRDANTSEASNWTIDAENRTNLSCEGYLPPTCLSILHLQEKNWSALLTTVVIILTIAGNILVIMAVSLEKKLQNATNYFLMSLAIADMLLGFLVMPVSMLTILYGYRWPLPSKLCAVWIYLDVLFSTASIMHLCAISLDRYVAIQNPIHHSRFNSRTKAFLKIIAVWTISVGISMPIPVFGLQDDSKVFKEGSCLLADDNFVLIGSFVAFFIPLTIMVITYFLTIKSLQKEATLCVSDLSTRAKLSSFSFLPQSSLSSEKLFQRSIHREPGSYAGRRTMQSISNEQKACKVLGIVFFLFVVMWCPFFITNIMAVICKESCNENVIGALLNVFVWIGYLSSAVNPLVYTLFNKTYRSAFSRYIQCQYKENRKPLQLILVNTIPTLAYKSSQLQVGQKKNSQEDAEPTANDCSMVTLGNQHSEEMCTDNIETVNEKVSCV
MC4R antag cAMP: blocks human MC4R cAMP signaling. MC4R-expressing cells, MTII-stimulated cAMP, LANCE TR-FRET. 360,000 tested, 0.48% active. AID 540295. inhibition, % at 6.5 µM. P32245;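 active means inhibition above its plate's cutoff, the mean of tested wells on that plate plus 3 SD, cut at about 29% in these data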;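 further: 0% = Melanotan II alone and 100% = Melanotan II plus saturating MCL0020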
Target sequence (P32245 whole entry, looked up): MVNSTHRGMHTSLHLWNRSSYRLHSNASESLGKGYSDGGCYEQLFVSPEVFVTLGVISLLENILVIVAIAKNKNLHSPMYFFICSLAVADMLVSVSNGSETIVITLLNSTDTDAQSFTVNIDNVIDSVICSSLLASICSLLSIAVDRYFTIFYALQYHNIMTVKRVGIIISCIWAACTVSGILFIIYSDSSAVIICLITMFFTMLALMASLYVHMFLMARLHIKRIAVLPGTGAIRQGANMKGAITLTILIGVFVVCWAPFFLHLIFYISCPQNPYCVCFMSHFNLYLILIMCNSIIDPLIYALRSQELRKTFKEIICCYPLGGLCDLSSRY
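Assay system: U2OS cells stably expressing human melanocortin 4 receptor (MC4R) / Dosing: 6.5 µM / Timing: compound 30 min, challenge 1 h, detection 1 h / Measured by: Eu-cAMP/anti-cAMP TR-FRET, emission 671 nm / Replicates: singlicate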
CaV13 FRET inh: Primary screen for inhibitors of IQ motif and Ca2+-dependent inactivation inhibitor domain binding in CACNA1D, Förster resonance energy transfer in living cells, … | HEK cells, CFP/YFP FRET ICDI-IQ, plate reader, 10 min; percent FRET-ratio fall versus neutral wells | inhibition, % at 12.3 µM | 340,000 tested, 0.098% active | AID 743397;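 active means mean replicate inhibition of at least 30% and at least 1% of replicates passing that level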;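 further: 0% = median of the neutral control wells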
Glyco luc inh: blocks N-linked glycosylation in D54 reporter cells; reporter increase, % at 12.5 µM; D54 ERlucT glycosylation luciferase reporter, 24 h; percent of 100 nM tunicamycin response; 360,000 tested, 0.23% active; AID 588692;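 active means mean luciferase reporter signal, scaled so untreated is 0 and the glycosylation-blocking control 100, at or above a set limit in every replicate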;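 further: luciferase carries N-glycosylation sites so blocking glycosylation raises the light; 0% = median of neutral control wells and 100% = median of 100 nM tunicamycin wells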
MC4R ag barr: activates human MC4R beta-arrestin recruitment. U2OS MC4R beta-arrestin complementation, luminescence; percent of melanotan II response, DMSO zero. activation, % at 8.9 µM. 360,000 tested, 0.98% active. AID 540308;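 active means activation above a per-plate cutoff, the mean activation of sample wells on that plate plus 3 SD, cut at about 8% in these data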
ABCB6 inh 2: inhibitors of human ABC transporter ABCB6 | K562-ABCB6 porphyrin accumulation, flow cytometry, 1 h; hits give low values | fluorescence ratio to DMSO, % at 10 µM | 360,000 tested, 0.19% active | AID 602162;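 active means fluorescence ratio to DMSO below 75%, the collection mean minus 3 SD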;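 further: signal is porphyrin accumulated inside mitochondria; 100% equals median channel fluorescence of DMSO control wells; lower ratio means ABCB6 inhibition with less porphyrin fluorescence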
Granule exo inh: lytic granule exocytosis inhibition; TALL-104 LAMP-1 surface exposure, flow cytometry; cells stimulated with thapsigargin and PMA; inhibition, % at 10 µM; 360,000 tested, 0.66% active;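 active means inhibition above about 55%, limit read from the data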
ABHD5-PLIN5 inh: blocks binding of human ABHD5 to perilipin-5 | Q00G26+Q8WTS1 | Split G. princeps luciferase complementation, luminescence, 4 h | inhibition, % at 4 µM | 360,000 tested, 0.78% active | AID 602281;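 active means inhibition above the mean inhibition across every tested compound plus 3 SD, cut at about 22% in these data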;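 further: 0% = DMSO only wells and the 100% control is not disclosed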
* marks the source's active call; other numbers are inactive results; · = not tested or not shown. No enrichment for hits; 4.2% or so of the library scored in one or more.

SMILES	H9c2 protect	PDI inh	HTR2A ag	MC4R antag cAMP	CaV13 FRET inh	Glyco luc inh	MC4R ag barr	ABCB6 inh 2	Granule exo inh	ABHD5-PLIN5 inh
CCOC(=O)C1(CC2CCCCO2)CCN(C(=O)Nc2ccccc2SC)CC1 (centres undefined)	1	7	-2	-6	5	-1	-3.9	93	-2	-1
Cn1c(SCC(=O)NNC(=O)c2ccccc2)nnc1C(F)(F)F	6	-4	1	10	-2	1	0.9	103	17	7
O=C(NC(=S)N(Cc1ccccc1)Cc1ccccc1)c1ccccc1F	7	18	-6	8	-6	-2	-1.5	102	-1	6
COc1ccc(C(=O)O)cc1NC(=S)NC(=O)c1ccc(-c2ccc(Cl)cc2)o1	-1	4	-5	2	-10	1	-3.1	99	2	0
CCn1c(SCC(=O)NC2CCCCC2)nnc1-c1cccs1	4	-1	0	-2	-7	0	-1.8	102	0	-8
COc1ccccc1NC(=O)c1ccccc1N(Cc1ccccc1)S(C)(=O)=O	-1	-2	0	5	-4	-1	0.5	98	-2	-1
CN(C)c1cc2c(cc1NS(=O)(=O)c1ccccc1)n(C)c(=O)n2C	-2	0	5	2	-2	6	-3.3	95	3	2
COCC(=O)Nc1ccc(Br)c(C)c1	2	-1	-4	3	-6	-1	-1.7	98	-2	-11
COc1ccc(C2C(C#N)=C(N)OC3=C2C(=O)CC(C)C3)c(OC)c1OC (centres undefined)	6	2	-1	-4	-6	-1	2.8	109	1	0
Cc1c(-n2c(SCC(=O)O)nnc2-c2ccccc2Cl)c(=O)n(-c2ccccc2)n1C	1	-1	0	9	-5	0	1.2	93	0	5
CCCS(=O)(=O)N1CCC(C(=O)N2CCN(C(=O)OCC)CC2)CC1	1	-6	6	6	·	2	-0.5	108	0	3
COc1cccc(CNC(=O)c2cccs2)c1	-4	-3	1	6	-3	-1	-1.6	84	9	1
O=C(COC(=O)c1ccc(S(=O)(=O)N2CCCC2)cc1)NCc1ccc(F)cc1	-3	-11	3	-13	-5	-1	-2.1	89	1	6
CN1CCN(C(=O)c2ccccc2NC(=O)Cc2ccccc2)CC1	3	-1	0	3	-5	1	1.1	95	-4	-1
CCOC(=O)C1=CN(Cc2ccco2)S(=O)(=O)N(C)C1c1ccc(F)c(Cl)c1 (centres undefined)	-8	0	-4	14	-6	0	-1.4	104	0	5
COc1ccccc1-c1nc(-c2ccncc2)no1	4	0	2	8	-5	-5	-1.9	101	4	-3
CC(C)Oc1ccc(N2CC(C(=O)OCC(=O)NCc3ccccc3)CC2=O)cc1 (centres undefined)	-3	4	3	14	·	1	0.7	98	-6	1
Cc1ccc(NC(=O)CN2C(=O)C3C4C=CC(C4)C3C2=O)cc1S(=O)(=O)N(C)C (centres undefined)	2	4	-3	17	-3	0	-0.9	96	-2	-6
CCc1ccccc1OCC(=O)Nc1cccc(S(=O)(=O)N2CCCC2)c1	-6	1	2	4	-6	-4	2.5	99	-4	-2
COc1ccc(C(=O)C2CCCN(Cc3cn[nH]c3-c3ccc(F)cc3)C2)cc1OC (centres undefined)	-2	10	-6	12	11	-4	0.5	101	1	-1
COc1cc(C(=O)OCC(=O)N2CCN(C(C)=O)CC2)ccc1OCC(C)C	0	8	13	5	-6	0	-1.7	99	-1	-5
OCC1(Cc2ccccc2F)CCCN(Cc2c(F)ccc(F)c2F)C1 (centres undefined)	-1	9	2	-4	-4	-3	1.5	98	17	-4
CC1=CC(C)(C)N(C(=O)CSc2nnc(N)s2)c2ccccc21	2	7	3	-3	-18	-8	4.2	102	9	11
Cc1cccc(/C(N)=N/OC(=O)COc2ccc(Cl)c(C)c2)c1	-4	1	2	1	-19	4	-1.4	97	-5	-2
COc1ccc(S(=O)(=O)N(C)CC(=O)Nc2ccc3c(c2)OCO3)cc1OC	8	6	-1	1	-5	-4	-1.6	106	3	-6
Cc1ccc(CN2C(=O)CC(Nc3ccc(N4CCOCC4)cc3)C2=O)cc1 (centres undefined)	4	2	1	16	-4	3	-0.9	98	5	-5
CCOc1ncccc1C(=O)OCC(=O)c1cc(C)n(Cc2ccco2)c1C	-26	13	0	5	-5	-3	-0.1	95	-2	2
COc1ccc(S(=O)(=O)N2CCCCC2c2cc(C(=O)Nc3ccc(F)c(Cl)c3)no2)cc1 (centres undefined)	-5	4	-2	4	-11	-9	0.0	99	14	3
O=C(COC(=O)Cc1ccc(F)cc1)Nc1ccc2[nH]c(=O)[nH]c2c1	0	7	-1	3	-2	0	-0.8	96	-1	1
Nc1n[nH]c(=S)n1-c1ccc(Cl)cc1	6	-7	-5	1	-18	2	1.4	99	-6	-7

Sorted by count of non-hydrogen atoms (highest first): part of the list above.
SMILES	H9c2 protect	PDI inh	HTR2A ag	MC4R antag cAMP	CaV13 FRET inh	Glyco luc inh	MC4R ag barr	ABCB6 inh 2	Granule exo inh	ABHD5-PLIN5 inh
CC(C)Oc1ccc(N2CC(C(=O)OCC(=O)NCc3ccccc3)CC2=O)cc1 (centres undefined)	-3	4	3	14	·	1	0.7	98	-6	1
Cc1ccc(NC(=O)CN2C(=O)C3C4C=CC(C4)C3C2=O)cc1S(=O)(=O)N(C)C (centres undefined)	2	4	-3	17	-3	0	-0.9	96	-2	-6
CCOc1ncccc1C(=O)OCC(=O)c1cc(C)n(Cc2ccco2)c1C	-26	13	0	5	-5	-3	-0.1	95	-2	2

Next part:
SMILES	H9c2 protect	PDI inh	HTR2A ag	MC4R antag cAMP	CaV13 FRET inh	Glyco luc inh	MC4R ag barr	ABCB6 inh 2	Granule exo inh	ABHD5-PLIN5 inh
COc1ccc(C(=O)NCCc2ccc(C(F)(F)F)cc2)cc1S(=O)(=O)N1CCOCC1	-1	1	-4	2	-2	-2	0.2	87	0	4
C/C(=N\NC(=O)COc1cccc(C)c1)c1ccc2ccccc2c1O	34	-4	-4	5	-6	-5	2.7	101	-14	-2
COc1ccccc1NC(=O)Nc1ccc(S(=O)(=O)Nc2onc(C)c2C)cc1	-1	-3	3	5	-5	1	-0.9	101	-3	-11
S=C(NCc1cccs1)Nc1cccc2ccccc12	-6	-7	0	-1	-3	0	-1.2	96	2	0
CN1C(=O)C2(C(C#N)=C(N)Oc3c2oc(CO)cc3=O)c2ccccc21 (centres undefined)	0	1	-2	8	-8	-1	-2.4	91	0	-7
O=S(=O)(NC1CCCC1)c1ccc(S(=O)(=O)N2CCc3ccccc32)cc1	-14	-4	-1	15	·	-3	5.2	99	2	-1
OCC1CCCN(C(=S)NCCc2ccccc2)C1 (centres undefined)	-9	-1	-3	7	-4	-2	-2.2	84	0	0
CC(C)c1ccc2oc(-c3cc(N)ccc3O)nc2c1	-22	1	-7	-4	-9	-20	2.1	103	-3	-5
O=C(CCCN1C(=O)/C(=C/c2ccc3c(c2)OCO3)SC1=S)Nc1cccc(C(=O)O)c1	5	17	11	8	·	2	-2.8	93	-5	8
CCc1cc(/C(Cc2ccccn2)=N\O)c(O)cc1O	-10	18	-3	-7	-8	-1	1.6	93	2	15
O=C(c1ccco1)N1CCN(C(=O)c2ccccc2NS(=O)(=O)c2ccc(F)cc2)CC1	4	0	0	7	-5	-1	-1.8	94	-2	7
O=[N+]([O-])c1nc2ccccc2[nH]1	-3	8	-5	2	-7	3	-0.8	92	-3	-9
Cc1nc(/C(N)=N/OC(=O)Cc2ccccc2)no1	6	-9	2	9	-5	2	-2.6	104	1	-3
CCc1nnc(NC(=O)CN2CCN(C3CCCCC3)CC2)s1	8	-6	2	3	-5	-2	0.2	95	-2	4
COc1cccc(Oc2coc3cc(OC(=O)N4CCOCC4)ccc3c2=O)c1	1	6	-1	15	-6	-2	-1.8	104	-3	2

Brought forward from above: 7 compounds, followed by the next part.
SMILES	H9c2 protect	PDI inh	HTR2A ag	MC4R antag cAMP	CaV13 FRET inh	Glyco luc inh	MC4R ag barr	ABCB6 inh 2	Granule exo inh	ABHD5-PLIN5 inh
O=C(CCCN1C(=O)/C(=C/c2ccc3c(c2)OCO3)SC1=S)Nc1cccc(C(=O)O)c1	5	17	11	8	·	2	-2.8	93	-5	8
CCc1cc(/C(Cc2ccccn2)=N\O)c(O)cc1O	-10	18	-3	-7	-8	-1	1.6	93	2	15
O=C(c1ccco1)N1CCN(C(=O)c2ccccc2NS(=O)(=O)c2ccc(F)cc2)CC1	4	0	0	7	-5	-1	-1.8	94	-2	7
O=[N+]([O-])c1nc2ccccc2[nH]1	-3	8	-5	2	-7	3	-0.8	92	-3	-9
Cc1nc(/C(N)=N/OC(=O)Cc2ccccc2)no1	6	-9	2	9	-5	2	-2.6	104	1	-3
CCc1nnc(NC(=O)CN2CCN(C3CCCCC3)CC2)s1	8	-6	2	3	-5	-2	0.2	95	-2	4
COc1cccc(Oc2coc3cc(OC(=O)N4CCOCC4)ccc3c2=O)c1	1	6	-1	15	-6	-2	-1.8	104	-3	2
CCN(C(=O)C1CCCN1S(=O)(=O)c1cccc2nsnc12)c1ccccc1 (centres undefined)	7	13	4	6	-6	-3	-0.3	98	1	1
COc1cccc(-c2ccc(C#N)c(OC(=O)c3ccc(Cl)cc3)n2)c1	-3	-1	4	12	-5	2	-2.3	109	-1	6
COc1ccc(N2CCN(S(=O)(=O)c3ccc4c(c3)NC(=O)C(C)C(=O)N4)CC2)cc1 (centres undefined)	-13	·	-1	9	-3	-2	1.5	100	-2	-5
CCCCN(C(=O)NC(=O)C1=C(N2CCOCC2)/C(=C/c2ccccc2)CC1)S(C)(=O)=O	7	2	2	14	-6	1	-1.6	101	-2	6
Oc1ccc(/C=N/N2CCN(C3c4ccccc4-c4ccccc43)CC2)cc1O	43	1	-2	18	-4	8	28*	97	4	-2
CC(=O)c1cccc(-c2cnc3c(NC=O)cc(-c4ccc(N(C)C)cc4)cn23)c1	34	2	-1	3	-15	9	10*	107	25	6
Cc1cccc(CN2CCN([C@H]3CS(=O)(=O)N[C@@H]3COCc3ccccc3)CC2)c1	0	·	-2	·	-6	0	·	100	-1	1
CCCCNc1c(-c2ccc(F)cc2)nc2nc(C)cc(C)n12	·	·	2	·	-5	·	·	103	-5	7
O=C(Nc1ccccn1)C1CCCN1S(=O)(=O)c1ccc(Cl)cc1 (centres undefined)	3	-4	1	1	·	0	-3.1	97	-7	2
CN(C)CCCN(C(=O)c1ccc(S(=O)(=O)N2CCCC2)cc1)c1nc2ccc(Br)cc2s1	-14	1	-5	6	-7	-2	3.5	104	-4	16

Screens: PubChem, several laboratories
